High-throughput results (PubChem BioAssay)
Wee1 degr inh = inhibitors of human Wee1 degradation. AID 1321. reporter increase, % at 5 µM. HeLa Luc-Wee1K328M stability, luciferase luminescence; 100% = proteasome inhibitor MG132 effect. P30291. actives 1.2% (n = 220,000);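 active = activation above the mean of all tested compounds plus 3 SD, set per screening run, cut at about 8.8% in these data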;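 also: cells exposed to compound for 20 h before luminescence read; 0% = DMSO alone and 100% = MG132 at 30 µM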
S1P4 antag = antagonists of human S1P4 receptor; O95977; S1P4-expressing cells, antagonist mode, reporter read-out; inhibition, % at 4.98 µM; actives 0.26% (n = 220,000); AID 1510; in the data active = inhibition above about 29%;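 also: 0% = wells stimulated with agonist and 100% = vehicle wells without agonist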
Ba/F3 V617F tox = loss of viability in JAK2V617F-driven Ba/F3 cells. Ba/F3 EpoR-JAK2V617F viability, ATP luminescence. inhibition, % at 5.6 µM. actives 1.1% (n = 220,000);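 active = inhibition above the campaign mean plus 3 SD over all tested compounds, cut at about 24% in these data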;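 also: cytokine-independent growth of Ba/F3 cells driven by EpoR plus mutant JAK2; 0% = DMSO-treated cells and 100% = JAK inhibitor I control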
BaF3 tox = reduces parental Ba/F3 cell viability, JAK2V617F counter-screen. CellTiter-Glo ATP luminescence. actives 1.1% (n = 220,000). inhibition, % at 5.6 µM. AID 1486;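 active = inhibition above a per-campaign cutoff, the mean inhibition of all tested compounds plus 3 SD, cut at about 27% in these data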;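 also: 0% = DMSO wells and 100% = JAK Inhibitor I control wells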
eIF4E-4G inh = eIF4E/eIF4G interaction inhibition in translation initiation; actives 0.37% (n = 220,000); inhibition, % at 21.7 µM; AID 782; P63073+Q04637; TR-FRET eIF4E-eIF4GI(517-606) binding, 2 h;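 active = inhibition above about 30%, limit read from the data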;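 also: 0% = full FRET control wells and 100% = background wells lacking eIF4GI fragment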
PERK inh = blocks human PERK kinase; Q9NZJ5; CHO PERK-DD fusion, SEAP luminescence translation reporter; inhibition, % at 5.6 µM; actives 0.17% (n = 220,000); AID 1416;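 active = inhibition above the mean inhibition of all tested compounds plus 3 SD, set separately per screening campaign, cut at about 2.9% in these data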;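 also: PERK kinase domain activated by AP20187 dimerizer at 100 nM; 0% = DMSO with dimerizer and 100% = rapamycin at 8.4 µM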
MDM2 E3 inh = inhibitors of human Mdm2 E3 ubiquitin ligase; Q00987; cell-based MDM2 ubiquitination luciferase reporter, 2 h; 0 = plate control, 100 = twice control, blank-subtracted; signal enhancement, % at 5 µM; actives 0.11% (n = 210,000); AID 1230;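 active = signal enhancement of 30% or more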;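 also: luminescence tracks abundance of the self-degrading MDM2-luciferase fusion protein; higher signal means inhibition of MDM2 E3 ligase activity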
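Test system: mammalian cells stably expressing self-ubiquitinating, self-degrading MDM2 E3–luciferase fusion; Amount: 2000 cells in each well; Medium: DMEM; Schedule: 4 h settle plus 2 h compound, 37 °C; Technique: SteadyLite luciferase luminescence after 15 min room-temperature reagent incubation; Benchmarks: plate control and blank wells.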
NPY2 pot ag = human NPY-Y2 potentiation or agonism, primary screen. P49146. cells expressing NPY-Y2, potentiator/agonist read-out. activation, % at 3.6 µM. actives 0.45% (n = 220,000); in the data active = activation above about 27%;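 also: cells stimulated with NPY near EC25 plus isoproterenol at EC100; 0% = vehicle plus submaximal agonist and 100% = vehicle plus saturating agonist; some results beyond the cut were filed as inactive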
S1P4 ag = agonists of human S1P4 receptor | O95977 | S1P4-expressing cell line, agonist reporter assay | activation, % at 4.98 µM | actives 0.35% (n = 220,000) | AID 1509; in the data active = activation above about 11%;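 also: 0% = DMSO vehicle and 100% = reference agonist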
* marks the source's active call; other numbers are inactive results; / = not tested or not shown; [ ] = dose if it differs, or a comment. The order is random; any-hit rate near 4.1%.

SMILES | Wee1 degr inh | S1P4 antag | Ba/F3 V617F tox | BaF3 tox | eIF4E-4G inh | PERK inh | MDM2 E3 inh | NPY2 pot ag | S1P4 ag
CCn1c(C)c(C(C)=O)c(N2CCN(C(c3ccccc3)c3ccccc3)CC2)nc1=S | -1 | 6 | -1 | 3 | -3 | -0.4 | -17 | -6 | 1.7
CCOC(=O)C1=C(Cc2ccc(C)cc2)C(=O)c2ccccc2C1=O | -1 | 0 | 1 | 5 | 12 | -0.1 | -12 | -8 | 0.8
CCOC(=O)/C(C#N)=C/c1cc(C)n(-c2ccc(Br)cc2)c1C | 1 | -6 | -4 | 0 | 0 | 0.1 | -2 | 9 | -0.9
Cc1ccc(NC(=O)C(NCc2ccccn2)c2ccccc2)cc1 (stereo not drawn) | 0 | 4 | 5 | 9 | 0 | 0.5 | -1 | 10 | -1.6
CC(CCc1ccccc1)NC(=O)C1CCN(S(=O)(=O)N2CCOCC2)CC1 (stereo not drawn) | 4 | 14 | -4 | 91* | -5[fluorescence artefact?] | -0.1 | -7 | 15 | 3.9
CCOC(=O)C1=C(C)N(C)C(C)=C(C(=O)OCC)C1c1ccccc1 | 2 | -15 | -1 | 4 | 3 | -1.1 | -5 | 16 | 0.4
Cc1cc(SCC(=O)N/N=C/c2ccc(O)c(O)c2O)c(C)cc1Br | 3 | -10 | -4 | -1 | 15[fluorescence artefact?] | 1.0 | 2 | 4 | 0.5
CSc1nnc(-c2cc[n+](C)cc2)n1CCO | 8 | -18 | 2 | 7 | 4 | 0.8 | -12 | 4 | -1.3
CCN(CC)S(=O)(=O)c1ccc(NC(=O)COC(=O)c2ccc(NC(=O)CC#N)cc2)cc1 | 0 | -23 | 1 | 2 | -2 | 0.5 | 2 | 1 | 2.6
COc1ccc(C(=O)Nc2ncc3c(n2)CC(C)CC3=O)cc1 (stereo not drawn) | -2 | -18 | -1 | 5 | 2 | 0.8 | -8 | 3 | 2.0
CCn1c(C)nc2cc(C(=O)NNC(=O)CCC3CCCC3)ccc21 | 0 | -5 | 0 | 5 | 0 | 0.7 | -2 | -6 | -0.6
O=C(NC1CS(=O)(=O)CC1NCc1ccco1)c1ccccc1 (stereo not drawn) | 2 | -10 | -1 | 5 | 7 | 0.9 | -6 | 5 | 2.4
CN1C(=O)/C(=C2\SC(N3CCCCCC3)=NC2=O)c2ccccc21 | 0 | 4 | 0 | 8 | -11[fluorescence artefact?] | -1.6 | -11 | -9 | 0.4
CC(=O)C1=C(O)C(=O)N(Cc2ccccc2)C1c1cccs1 (stereo not drawn) | 0 | -13 | -2 | 1 | -5 | 1.2 | -9 | 10 | -2.3
N/C(COc1ccc(F)cc1)=N\NC(=O)c1cccnc1Oc1ccccc1 | 1 | -15 | -1 | 5 | 1[fluorescence artefact?] | 0.9 | -65 | -12 | 0.8
COc1ccc(CNCC(=O)Nc2cc(C)nn2-c2nc(C)cc(C)n2)cc1OC | -2 | 4 | 7 | 0 | 2 | 0.7 | -5 | -14 | 1.7
CCn1c(SCc2nnc(-c3ccccc3)o2)nnc1-c1ccc(S(=O)(=O)N2CCCC2)cc1 | 0 | -9 | 1 | 5 | 6[fluorescence artefact?] | -0.5 | -11 | -3 | 1.2
Cc1ccccc1NC(=O)c1cccc(Cn2cc(Br)c([N+](=O)[O-])n2)c1 | -2 | -6 | 1 | 3 | 1 | -0.7 | -12 | -6 | -1.1
C/C(CC(=O)Nc1cccc(C(F)(F)F)c1)=N\NC(=O)Cc1ccccc1 | -1 | 0 | -2 | 3 | 1 | 0.5 | -9 | 17 | 0.2
CC(=O)Nc1ccccc1C(=O)C(=O)Nc1cccc(Br)c1 | 0 | 10 | 4 | 6 | 3 | -0.5 | -4 | 2 | 3.4
COc1ccc(N(C(=O)CNC(=O)c2ccco2)C(C(=O)NC2CCCCC2)c2ccco2)cc1 (stereo not drawn) | -2 | -17 | 3 | 5 | 3 | 0.1 | 1 | -5 | -0.1
O=C1CCCCC1C(Nc1ccc(Cl)cc1)c1ccccc1 (stereo not drawn) | 9.5* | -9 | 2 | 4 | 8 | 0.1 | -29 | 10 | -4.2
COc1cccc(C(=O)C2CCCN(Cc3cccn3-c3cccnc3)C2)c1 (stereo not drawn) | 2 | 3 | 2 | 0 | 2 | -0.9 | -22 | -8 | -0.3
CCC(=O)N/N=C(\C)CC(=O)Nc1ccccc1-c1ccccc1 | 0 | 14 | 0 | 4 | 3 | -0.2 | -5 | -2 | 1.8
N#Cc1ccc(-c2ccc(Cl)cc2)nc1Oc1ccc(F)cc1 | -1 | 12 | 3 | 11 | -1 | 1.4 | -3 | -1 | -3.4
CN1CCN(C(=O)c2ccc(Cl)c(S(=O)(=O)N3CCCCCC3)c2)CC1 | 0 | 1 | 7 | 9 | -1 | -0.6 | -1 | -6 | 1.8
COc1ccc(/C=N/N2C(=O)C3C4C=CC(C4)C3C2=O)cc1[N+](=O)[O-] (stereo not drawn) | 2 | -6 | 1 | 6 | -2 | 0.8 | 3 | 0 | 0.5
COC(=O)C(NC(=O)CSc1nc(N)cc(=O)[nH]1)c1ccccc1 (stereo not drawn) | 3 | -6 | 3 | 5 | -2 | 0.7 | -14 | 3 | 3.2
CCC(C)NS(=O)(=O)c1ccc(S(=O)(=O)N2CCCC3(CCCCC3)C2)cc1 (stereo not drawn) | 3 | 9 | -1 | 6 | -4 | 1.8 | -13 | 8 | -2.4
Cc1ccccc1NC(=S)NCc1ccc2c(c1)cc(C)n2C | 1 | 0 | -3 | 3 | 3 | -0.5 | / | 8 | 1.1
CCOC(=O)N1CCC(NC(=O)Cn2c3c(c(-c4ccccc4Cl)cc2=O)CCC3)CC1 | -1 | 1 | -2 | 1 | -2 | 0.2 | -5 | 14 | 3.0
CCOC(=O)c1cnc2ccc(OCC)cc2c1N1CCN(C)CC1 | 0 | -6 | 0 | 2 | -1 | -1.4 | -13 | -1 | 0.1
NC(=O)C1CCN(CC(=O)c2c[nH]c3ccc(F)cc23)CC1 | 4 | 1 | 1 | 4 | -1 | 0.2 | 8 | 6 | 2.8
Cc1ccc(-c2[nH][nH]c(=O)c(=O)c2N=Nc2ccccc2)cc1 | -1 | 5 | -3 | 1 | -5 | 0.8 | 1 | 13 | -0.7
COc1ccc(-c2c(C#N)c(SCC(N)=O)nc3c2CCCC3)cc1 | 3 | -16 | 2 | 6 | -3 | -0.6 | / | -3 | 1.9
CCCNC(=O)Nc1cccc(C(=O)OC)c1 | 7 | -2 | -3 | -4 | -3 | 1.4 | -11 | 10 | 0.1

A portion from further up, as a working copy:
SMILES | Wee1 degr inh | S1P4 antag | Ba/F3 V617F tox | BaF3 tox | eIF4E-4G inh | PERK inh | MDM2 E3 inh | NPY2 pot ag | S1P4 ag
CCOC(=O)N1CCC(NC(=O)Cn2c3c(c(-c4ccccc4Cl)cc2=O)CCC3)CC1 | -1 | 1 | -2 | 1 | -2 | 0.2 | -5 | 14 | 3.0
CCOC(=O)c1cnc2ccc(OCC)cc2c1N1CCN(C)CC1 | 0 | -6 | 0 | 2 | -1 | -1.4 | -13 | -1 | 0.1

Further results:
SMILES | Wee1 degr inh | S1P4 antag | Ba/F3 V617F tox | BaF3 tox | eIF4E-4G inh | PERK inh | MDM2 E3 inh | NPY2 pot ag | S1P4 ag
COc1cccc(CC(NC(C)=O)C(=O)NC2CCN(S(=O)(=O)c3ccc(F)cc3)CC2)c1OC (stereo not drawn) | 5 | 0 | -1 | 3 | -1 | 0.1 | 10 | 7 | 0.4
O=C(CCSc1ccccc1)Nc1ccc(S(=O)(=O)N2CCOCC2)cc1 | 5 | 6 | -4 | 2 | -15 | 0.3 | 1 | 7 | -0.3
Cc1csc(SCc2ccccc2C(=O)O)n1 | -1 | -7 | 3 | 6 | -5[fluorescence artefact?] | -0.3 | -16 | -3 | 0.2
O=C1Nc2ccccc2C(O)(C(=O)NC2CC2)N1c1ccc(Cl)c(Cl)c1 (stereo not drawn) | -3 | -4 | 5 | 12 | -3 | -0.3 | -3 | 9 | -0.4
Cc1ccc2[nH]c(=O)c(CN(CCO)Cc3nnnn3CCc3ccccc3)cc2c1 | 0 | 2 | 2 | 2 | 0[fluorescence artefact?] | 1.7 | -8 | -12 | -0.5
Cc1cc(C)c2c(-n3cccc3)nn(C)c2n1 | 1 | -2 | 2 | -1 | 0 | 0.6 | 2 | 7 | 1.1
COc1ccc(C(=O)NN2C(=O)C3CCC(C)(C2=O)C3(C)C)cc1 (stereo not drawn) | 0 | -5 | -4 | 1 | 4 | 1.2 | -10 | 4 | -0.4
CCOc1ccc(-c2nnn(CCC(=O)O)n2)cc1OC | 2 | -5 | 4 | 5 | 9 | -0.2 | 5 | -2 | 2.4
Cc1ccc(Nc2nc3c(s2)CCC3)c(C)c1 | -3 | -2 | 4 | 6 | 2 | 0.5 | -3 | -15 | -0.2
CN(C(=O)CSc1nc(-c2ccc(F)cc2)cs1)C1CCS(=O)(=O)C1 (stereo not drawn) | -3 | -17 | -1 | 0 | -8 | 0.6 | -4 | 14 | 0.4
CCn1c(SCc2ccccc2)nnc1C1CCN(S(=O)(=O)c2ccc(OC)cc2)CC1 | 5 | -11 | -4 | 2 | 4 | -0.3 | -44 | 3 | -0.9
COc1ccc(CCNC(=O)Cc2cc(OC)c(OC)cc2Br)cc1OC | -1 | -4 | -2 | 1 | 4 | 1.0 | -24 | 6 | -0.1
COc1ccc(C(=O)/C=C/c2ccc(OC)c(CN3CCOCC3)c2)cc1 | -3 | -6 | 4 | 6 | 11 | 0.3 | 4 | -10 | 0.0
Cc1ccc(Nc2nnc(SCC(=O)Nc3cccc(S(=O)(=O)NC4=NCCCCC4)c3)s2)c(C)c1 | 0 | -15 | -5 | 2 | -2 | 0.3 | -6 | 9 | 0.7
COC(=O)c1c(N2C(=O)[C@H]3[C@@H](C2=O)[C@]2(C(=O)Nc4c2ccc(C)c4C)N2CCC[C@@H]32)sc(C)c1C | 5 | 10 | 2 | 9 | 3 | 0.7 | -21 | -8 | -1.2
O=C(CSCc1ccc(F)cc1)Nc1nc2c(s1)CCCC2 | 3 | -4 | 1 | 9 | 2 | 0.3 | -9 | -31 | -1.9
CC(C)N=C(NC#N)SCc1ccccc1 | -2 | 2 | -6 | 0 | -3 | 1.0 | -5 | -2 | 0.8
COCCNS(=O)(=O)c1ccc2c(c1)oc(=O)c1cc(S(=O)(=O)NCCOC)ccc12 | -2 | -3 | 0 | 0 | 1[fluorescence artefact?] | 2.6 | -8 | -5 | 0.8
Cc1ccc(-n2nc3c(=O)n(CC(=O)c4ccc(F)cc4)nc(C)c3c2C)cc1 | -1 | 23 | 0 | 2 | 2[fluorescence artefact?] | -0.5 | -9 | -19 | 2.7
CCCC(=O)Nc1c2c(nn1-c1ccc(OC)cc1)CS(=O)(=O)C2 | 0 | -2 | -2 | 6 | 2[fluorescence artefact?] | 1.1 | -2 | 16 | -0.6
CCCn1c(SCC(=O)Nc2ccccc2N2CCOCC2)nc2c1c(=O)n(C)c(=O)n2C | 1 | 6 | -3 | -1 | 4[fluorescence artefact?] | 0.0 | -6 | 18 | 1.1
COc1ccc(C(=O)NNC(=O)CSc2nnc(COc3ccccc3)n2C)cc1 | 2 | 6 | 0 | 11 | -5 | -1.2 | 6 | -5 | -0.3
COC(=O)CSc1nc(N)nc(C)c1Cl | -3 | -4 | -4 | 1 | 1 | 0.2 | -16 | 3 | -1.2
O/N=C/c1ccc2ccccc2c1 | -4 | -10 | -2 | 5 | 0 | 1.1 | 1 | 3 | 6.0
